# Screening data as filed in PubChem BioAssay.
# FLuc act counter – affects firefly luciferase, flagging false hits in luciferase stimulation screens; 200,000 tested, under 10 active; ATPlite luciferase biochemical, luminescence, 10 min; 0 = ATP-free wells, 1 = DMSO control; activation factor at 10 µM;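 active means luciferase activation factor, scaled between plate controls, of at least 2 with compound at 10 µM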
# Target sequence (P08659 whole entry, looked up): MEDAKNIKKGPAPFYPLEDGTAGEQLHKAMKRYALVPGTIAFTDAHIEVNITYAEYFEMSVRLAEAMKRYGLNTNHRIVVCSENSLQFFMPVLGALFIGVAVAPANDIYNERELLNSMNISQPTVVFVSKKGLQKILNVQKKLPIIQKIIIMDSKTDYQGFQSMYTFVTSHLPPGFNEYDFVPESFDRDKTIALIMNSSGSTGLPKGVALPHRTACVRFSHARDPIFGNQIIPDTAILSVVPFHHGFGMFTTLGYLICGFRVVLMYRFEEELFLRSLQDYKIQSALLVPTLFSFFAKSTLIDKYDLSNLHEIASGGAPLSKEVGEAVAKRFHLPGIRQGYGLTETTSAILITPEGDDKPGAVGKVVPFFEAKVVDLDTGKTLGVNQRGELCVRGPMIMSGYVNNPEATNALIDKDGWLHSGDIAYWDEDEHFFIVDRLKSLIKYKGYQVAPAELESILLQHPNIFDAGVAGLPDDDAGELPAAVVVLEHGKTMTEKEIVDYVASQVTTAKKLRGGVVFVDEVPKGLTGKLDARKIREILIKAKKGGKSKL
#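 Assay system: Luciferase/luciferin detection reagent, cell-free biochemical luciferase assay / Also added: ATP substrate / Schedule: 10 min at ambient temperature / Measured by: luminescence measurement of luciferase light output / Benchmarks: low control with PBS replacing ATP, high control enzyme plus ATP without compound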
# NF-kB neuron act – NF-kB expression increase, human neuronal cells | fold change at 12.5 µM | NF-kB reporter expression; stronger effect = higher value | AID 1239 | 190,000 tested, 1.6% active; in the data active means fold change above about 3.3
# APP 5'UTR act – APP 5'UTR luciferase reporter activation | AID 1276 | 190,000 tested, 1% active | SH-SY5Y APP 5'UTR luciferase reporter, luminescence; zero percent = DMSO vehicle wells | activation, % at 2 µM;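 active means activation above a set limit, based on mean plus 3 SD of controls, cut at about 140% in these data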; further: values of inactives mirror those of a sister screen read the other way
# TNAP act hi DEA – activators of human TNAP at high phosphate acceptor concentration; P05186; purified TNAP, CDP-star luminescence, 1 M DEA, 30 min; stronger effect = higher value; 0 = EDTA background, 1 = DMSO-only activity; activation factor at 20 µM; 200,000 tested, under 10 active; AID 1136;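 active means activation factor at least 2 at 20 µM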
#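 Assay system: human TNAP; Input: enzyme diluted 1/800 final; Reagent: CDP-star luminogenic substrate at 100 µM final; Timing: 30 min, room temperature; Signal: luminescence; Evaluation: TNAP activation factor scaled between EDTA and DMSO control wells.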
# TNAP inh noacc – blocks human TNAP activity with no phosphate acceptor present; P05186; AID 1012; 200,000 tested, 0.26% active; purified TNAP, CDP-star luminescence, 30 min; inhibition, % at 20 µM;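 active means tissue-nonspecific alkaline phosphatase inhibition above about 50% at 20 µM in the single-dose screen, limit read from the data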;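 further: 0% = DMSO negative control and 100% = EDTA positive control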
# PMI activator – increases human mannose-6-phosphate isomerase activity; P34949; purified human PMI, coupled resazurin fluorescence, 20 min; stronger effect = higher value; 1 = vehicle control, 0 substrate-free wells; activation factor at 20 µM; 190,000 tested, 0.005% active; AID 1214;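 active means activation factor of 2 or more at 20 µM, relative to plate controls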
# Target sequence (P34949 whole entry, looked up): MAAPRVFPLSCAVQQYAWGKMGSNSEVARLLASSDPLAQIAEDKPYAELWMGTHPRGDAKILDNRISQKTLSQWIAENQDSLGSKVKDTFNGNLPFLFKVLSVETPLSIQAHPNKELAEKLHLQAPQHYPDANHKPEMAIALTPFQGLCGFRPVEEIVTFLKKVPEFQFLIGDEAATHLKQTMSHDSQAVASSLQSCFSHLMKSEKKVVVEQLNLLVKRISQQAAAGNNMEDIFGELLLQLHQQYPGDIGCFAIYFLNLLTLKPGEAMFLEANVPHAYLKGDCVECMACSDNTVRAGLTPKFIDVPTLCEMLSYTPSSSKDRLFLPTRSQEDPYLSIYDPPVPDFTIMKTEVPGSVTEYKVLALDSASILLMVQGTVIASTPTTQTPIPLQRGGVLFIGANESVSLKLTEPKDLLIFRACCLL
# bIAP activator – intestinal alkaline phosphatase (bovine) activation. 200,000 tested, 0.17% active. AID 1016. purified bovine IAP, CDP-star luminescence, 30 min; stronger effect = higher value; fold of DMSO-control signal, blank-subtracted. activation factor at 20 µM;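 active means activation factor of 2 or more at 20 µM, a signal rise over negative controls twice the positive control's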
# FLuc inhib CS – counter-screen for luciferase assay inhibitors: firefly luciferase inhibition; P08659; ATPLite firefly luciferase biochemical luminescence, 10 min; inhibition, % at 10 µM; 200,000 tested, 1.5% active; AID 1006;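 active means inhibition above about 50% when tested at 10 µM, limit read from the data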
# PMI act hi M6P – increases human PMI activity with near-saturating mannose 6-phosphate. P34949. coupled PMI enzyme assay, resazurin fluorescence, 20 min; stronger effect = higher value; 1 = untreated enzyme, 0 = substrate-free blank. activation factor at 20 µM. 190,000 tested, 0.34% active. AID 1216;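 active means activation factor of 2 or more at 20 µM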
#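 test system = human PMI in coupled enzyme assay | medium = HEPES-buffered pH 7.4 with magnesium and detergent | also added = 1.0 mM mannose-6-phosphate substrate with 0.22 mM NADP+ | compound = 20 µM single dose | times = 20 min incubation at room temperature | measured by = resorufin fluorescence (Ex 544/Em 590 nm) from resazurin via diaphorase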
# TNAP inh hiacc – blocks human TNAP under high phosphate acceptor concentration. purified TNAP, CDP-star luminescence, 1 M DEA. 200,000 tested, 0.03% active. inhibition, % at 20 µM. P05186. AID 1135;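 active means over 50% inhibition of tissue-nonspecific alkaline phosphatase at 20 µM in the single-dose screen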;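 further: plate controls were DMSO wells for no effect and EDTA-quenched wells as full inhibition for full effect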
# * = called active by the depositor; / = no result given; & = joins results of further samples. Rows are unselected, and some 3.6% of all compounds hit somewhere here.
No.	smiles	APP 5'UTR act	PMI act hi M6P	FLuc act counter	FLuc inhib CS	TNAP act hi DEA	bIAP activator	NF-kB neuron act	PMI activator	TNAP inh noacc	TNAP inh hiacc
1	c1ccc2nc(-c3ccc(N4CCOCC4)cc3)ccc2c1	/	0.9	0.1	88*	1	1.1	2.4	1	1	0
2	COc1ccccc1-c1ccc(C(=O)O)o1	24	1	1	-5	1	0.9	1.4	1	-10	-2
3	CN(CC(=O)NCc1ccncc1)S(=O)(=O)c1ccccc1	-4	1	1	-4	1	0.7	1.5	1	-5	0
4	O=C(NCCN1CCOCC1)c1ccccc1-c1ccccc1	9	1	1.1	-7	1	1	0.87	1	0	-5
5	COc1ccc2c(c1)CC/C(=C/c1ccco1)C2=O	181*	0.4	0.2	81*	1	0.9	8.1*	0.7	-16	-2
6	O=C(N/N=C/c1ccc2c(c1)OCO2)/C(=C/c1ccc2c(c1)OCO2)NC(=O)c1ccccc1	8	0.9	1	-2	1.1	0.9	1	1	1	-5
7	CCCCSC1(SCCCC)N=C(N)C2(C#N)C(c3ccccc3)NC(C)=C(C)C12C#N (stereo not drawn)	6	1	1	-5	1	0.9	0.81	0.9	-9	-5
8	CCN1CCN(c2nc(Nc3cccc(C)c3)nc(N)c2[N+](=O)[O-])CC1	-3	1	1.1	-6	1	1.1	0.99	1	-4	3
9	O=C1CCCCCN1C(=O)c1cccc(C(=O)N2CCCCCC2=O)c1	5	0.9	1.1	-7	1.1	1	0.78	0.9	-11	-5
10	CNC(=S)N1CCc2ccccc2C1	0	1	1.1	-7	1.1	0.3	1.1	1	-8	-9
11	COc1ccc(NC(=S)NNC(=O)c2cccs2)cc1	42	0.9	1	4	1	1	1.6	1	-186	-2
12	O=S(=O)(CCSc1nc2ccccc2o1)c1nc2ccccc2s1	-13	1	1	-2	1	0.5	1.9	0.9	-8	-1
13	O=C(O)CCC(=O)Nc1ccc(OCC(=O)O)cc1	/	1	1.1	-5	1	0.8	1	0.9	-11	-4
14	Cc1ccc(-c2nn(C)c(=O)c3ccccc23)cc1S(=O)(=O)N1CCOCC1	12	0.9	1.1	-6	1	0.9	1	1	-6	-2
15	COc1ccccc1N/C(=N/c1nc(C)cc(C)n1)NC(C)=O	9	1	1	-5	1	0.9	0.95	1	-11	-4
16	CCCn1c(SCC(=O)NC2CCCCC2)nnc1-c1ccncc1	0	0.9	1	-3	1	1.1	0.97	0.9	-4	2
17	N/C(=N\OC(=O)Nc1ccccc1)c1ncc(C(F)(F)F)cc1Cl	3	1	0.9	13	1	0.7	1.5	0.9	-19	-5
18	Cc1ccc(CNC(=O)CCCNS(=O)(=O)c2cccc3nonc23)cc1	-9	0.9	1	-1	1.1	0.9	0.81	0.8	-11	-7
19	Cc1nn(S(=O)(=O)c2ccc(Cl)cc2)c(C)c1Sc1ccc([N+](=O)[O-])cc1	1	1	1	-5	1	0.9	0.92	1	-7	2
20	COCCNS(=O)(=O)c1ccc(-c2ccc(S(=O)(=O)NCCOC)cc2)cc1	6	1	1.1	-11	1	0.7	0.87	1.1	-10	-5
21	CCC(=O)Nc1ccc2c(c1)ncn2-c1ccccc1	31	0.9	0.8	16	1	0.9	1.6	0.9	0	-1
22	CCOC(=O)N1CCN(C(=O)C2CCC(CNS(=O)(=O)c3ccccc3)CC2)CC1 (stereo not drawn)	/	1	1.1	-5	1	1	0.8	0.9	-11	-5
23	O=C(Nc1cccnc1)c1ccc(Cl)c(S(=O)(=O)N2CCc3ccccc32)c1	-3	0.9	1	-3	1	1	0.47	0.9	-5	1
24	Cc1nc2ccccc2n1S(=O)(=O)c1ccc(S(=O)(=O)N2CCCCCC2)cc1	2	1	1	-4	1	1.1	0.89	1	-8	-4
25	COC(=O)c1c(C)[nH]c(O)c1C=Nc1ccc(C#N)cc1	-14	1	1	5	1	1	0.55	1.5	0	3
26	Cn1c(SCC(=O)NCc2ccc3c(c2)OCO3)nnc1C1COc2ccccc2O1 (stereo not drawn)	0	0.9	1.1	-5	1	1.1	1.2	0.9	-7	-3
27	NC(=S)N/N=C/c1ccccc1OCc1cccc(Cl)c1	16	0.9	1	-3	0.8	0.9	1.2	0.8	1	24
28	Cn1c(CNS(=O)(=O)c2ccc(F)cc2)n[nH]c1=S	27	1.1	1.1	-5	1	0.9	1.2	1.1	18	-5
29	COc1ccc(CCNC(=O)CNC(=O)Cn2cnc3sc(C)c(C)c3c2=O)cc1OC	16	1	1	0	1	1.1	1.1	0.9	-5	2
30	COc1ccc(S(=O)(=O)N2Cc3ccccc3CC2C(=O)O)cc1 (stereo not drawn)	/	1.1	1.1	-6	1	1	1.1	0.9	-11	-3
31	CCCCCOc1ccc(C(=O)NC(CCC)C(=O)O)cc1 (stereo not drawn)	2	0.9	1	-2	1	0.9	1.3	0.9	-4	-2
32	CN(C)c1ccc(NC(=O)c2cccc(C(=O)Nc3ccc(N(C)C)cc3)n2)cc1	46	0.6	0.4	56*	1	1.1	0.42	0.8	10	2
33	O=C(CCCCn1c(=O)c2ccccc2n(CC(=O)NC2CCCC2)c1=O)NCc1ccco1	8	1.1	1	1	1	1	1.3	1	-8	-1
34	Cc1cc(C)n(C(=O)COc2ccc(Cl)cc2Cl)n1	10	1.1	1	-4	1	0.9	1	1.1	-10	-3
35	CCc1cc2c(=O)c(-c3ccc4c(c3)OCCO4)coc2cc1OC(=O)c1ccco1	141*	0.9	0.7	30	1	0.9	2.9	0.9	-6	2
36	Cc1ccc(-c2csc3nc4c5ccccc5c(NCCCN5CCOCC5)nn4c(=O)c23)cc1	12	1	1.1	-7	1.1	1.1	1	1	-11	-7
37	Cc1nn(Cc2ccccc2)c(Cl)c1/C=C/C(=O)OCC(=O)NC(C)C(C)C (stereo not drawn)	24	1	1	-4	1	1.1	1.4	0.9	-2	-4
38	CCN(CC)P1(=O)OC(c2cc(OC)c(OC)c(OC)c2)=Nc2c1c(C)nn2-c1ccccc1 (stereo not drawn)	-6	0.9	1	-1	1	1.1	1	1	-5	-2
39	Cc1nc2nc(-c3ccco3)[nH]n2c(=O)c1Cc1ccccc1	-2	1	0.9	9	1	1	1.1	1	2	2
40	Cc1ccc(NC(=O)CCC(=O)NNC(=O)c2ccco2)c(C)c1	-15	1	1	-4	1	1.1	1.3	1	-11	-4
41	CC(=O)OCC(=O)Nc1c(C)cc(C)cc1C	-9	1.1	1	1	1	1	0.99	1.3	-6	0
42	CCC1(C)Cc2c(sc3[nH]c(=S)n(Cc4ccccc4)c(=O)c23)CO1 (stereo not drawn)	15	1.1	1.1	-8	1	0.9	0.65	1	-9	-5
43	Cc1csc(SCC(=O)Nc2cc(C(C)(C)C)nn2-c2ccccc2)n1	14	0.9	1.1	-7	1.1	1	1.1	0.9	-14	-6
44	Cc1ccccc1NC(=O)CC1(c2ccc(N(C)C)cc2)C(=O)c2ccccc2C1=O	-12	0.8	1	-4	1	1	1.1	0.9	3	1
45	O=C1N/C(=N\N=C\c2ccc3ncccc3c2)SC1Cc1ccc(SC(F)F)cc1 (stereo not drawn)	-6	1	0.4	61*	1	1.1	1.1	1	-2	0
46	O=C(O)CSc1ccccn1	7	1	1	-2	1	0.9	1.1	0.9	-6	-1
47	COc1ccc(-c2cc(C3CC3)nc(SCC(=O)c3cccs3)c2C#N)cc1	4	0.9	1.1	-7	1	0.9	1.2	0.9	-17	-2
48	NC(=O)c1ccccc1NC(=O)c1ccccc1F	22	0.9	1	-2	1	0.9	1.3	0.8	-7	-1
49	COc1ccc(Cl)cc1N(CC(=O)N/N=C/c1ccc(OC(C)C)cc1)S(=O)(=O)c1ccc(C)c([N+](=O)[O-])c1	-10	1	1	1	1	0.8	0.82	0.8	-8	-2
50	CC1CCC(C(C)C)C(OC(=O)Cn2c(-c3ccccc3)[n+](C)c3ccccc32)C1 (stereo not drawn)	19&8	1.1&1.1	1.1&1	-6&-5	1&1	0.9&1	0.77&0.6	1.1&1.1	-4&1	1&0
51	N#CC1=C(S)N(c2ccccc2)C(c2ccc(-c3ccccc3Cl)o2)NC1=O (stereo not drawn)	15	1.4	1	-3	1	1	1.3	1.3	-7	-2
52	Cc1ccc(NC(=O)CCNC(=O)c2ccc(Cl)cc2)cc1F	10	0.9	1	-2	1	1	1.1	0.9	-5	3
53	C=CCNC(=S)NNC(=O)CCC(O)COCCC(C)C (stereo not drawn)	-10	1	1.1	-6	1	1.4	0.97	1.1	-105	-2
54	O=C1OC(/C=C/c2ccccc2)=NC/1=C/c1ccco1	-2	1	0.5	54*	1	1	1.2	1	0	-2
55	O=C(CSCc1ccccc1Br)N/N=C/c1ccc(OCC(=O)N2CCCCC2)cc1	-4	0.9	1	-2	1	0.9	0.76	0.8	-7	-3
56	Nn1c(SCC(=O)N2CCOCC2)nnc1-c1ccco1	-12	1	1.1	-6	1	1	1.1	0.9	-8	-3
57	O=c1cc(-c2cccc(Br)c2)nc(-c2ccccc2F)o1	12	1.1	0.6	38	1	1	1.4	1.1	-18	0
58	FC(F)(F)c1ccc(N2CCN(Cc3ccc4c(c3)OCO4)CC2)nc1	-6	1	1.1	-6	1	0.9	1.3	1	-10	-4
59	O=C(Cc1ccc([N+](=O)[O-])cc1)NCc1ccccc1Cl	-6	1.1	1	-3	1	0.9	1.3	1.1	-14	-2
60	CC1(C)CC2(CCO1)OC(=O)CC2C(=O)Nc1cccc2ccccc12 (stereo not drawn)	/	1	1	-1	1	1	1	1	-5	-1

# Additional compounds follow:
No.	smiles	APP 5'UTR act	PMI act hi M6P	FLuc act counter	FLuc inhib CS	TNAP act hi DEA	bIAP activator	NF-kB neuron act	PMI activator	TNAP inh noacc	TNAP inh hiacc
61	CC(C)NS(=O)(=O)c1ccc(NC(=O)CCc2ccccc2)cc1	-27	1.1	1.1	-7	1.1	0.9	1.3	1	-1	-6
62	Nc1nonc1-c1noc(CCCCCN2C(=O)c3ccccc3C2=O)n1	4	0.9	1	-3	1	1.1	1.3	0.8	-6	0
63	CN=C(Nc1ccc(Cl)cc1)c1ccc(C(F)(F)F)cc1	23	1	1.1	-8	1	1	1.7	1	-6	-3
64	O=C(O)CSc1nc(-c2cccs2)cc(C(F)(F)F)n1	-2	1	1	-4	1	1.1	1.3	1	-4	-4
65	CC1(C)COCN1S(=O)(=O)c1ccc(C(=O)Nc2nnc(-c3ccc(Cl)s3)o2)cc1	-45	1.3	1	-4	1	0.8	0.51	1.2	-11	-3

# Complete entries from above.
# Shown for `Nc1nonc1-c1noc(CCCCCN2C(=O)c3ccccc3C2=O)n1` → APP 5'UTR act = 4; PMI act hi M6P = 0.9; FLuc act counter = 1; FLuc inhib CS = -3; TNAP act hi DEA = 1; bIAP activator = 1.1; NF-kB neuron act = 1.3; PMI activator = 0.8; TNAP inh noacc = -6; TNAP inh hiacc = 0
# Shown for `CC(C)NS(=O)(=O)c1ccc(NC(=O)CCc2ccccc2)cc1` → APP 5'UTR act = -27; PMI act hi M6P = 1.1; FLuc act counter = 1.1; FLuc inhib CS = -7; TNAP act hi DEA = 1.1; bIAP activator = 0.9; NF-kB neuron act = 1.3; PMI activator = 1; TNAP inh noacc = -1; TNAP inh hiacc = -6
